Screens from PubChem BioAssay.
Nrf2 inh – inhibitors of Nrf2 signaling. Potency, µM (series often up to 46 µM), inactives show at the top dose activity change, negative = inhibition, hits mostly inhibitors. AID 504444. 360,000 compounds, 2.1% hits. A549 ARE-Fluc reporter, luciferase luminescence, 18-24 h; further: potency means the concentration at half of the fitted maximal effect; on the % scale 0 is the no-effect control and ±100 the full control effect; nearly all actives have a fitted effect of over 60% in size
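Nrf2 function is reported as luminescence of an ARE-controlled luciferase in A549 cells. Compounds were tested at several concentrations, and a CellTiter-Fluor read on the same wells flagged cytotoxicity.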
Akt phos inh – blocks phosphorylation of Akt | 360,000 compounds, 0.32% hits | activity change, % for hits at 50 µM | Neuro2A IGF-stimulated pAkt S473 HTRF, 20 min; stronger effect = lower value; in the data active means activity change below about -80%; inconclusive means mostly about -51% to -80%; further: on the % scale 0 is the no-effect control and ±100 the full control effect
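Single-point screen (50 µM final compound) in Neuro2A cells stimulated 20 min with 6 nM IGF at 37 deg C. After lysis, Ser473-phosphorylated Akt read by HTRF (ex 330 nm, em 615/665 nm) as the 665/615 ratio.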
HepG2 tox – counter-screen for TGF-b inhibitors: cytotoxicity in HepG2 cells; Potency, µM (series often up to 46.1 µM), for inactives: at the top dose activity change, negative = cytotoxicity, hits mostly cytotoxic; 410,000 compounds, 0.76% hits; HepG2 CAGA-GFP viability, ATP luminescence, 18 h; AID 588856; further: potency means the concentration at half of the fitted maximal effect; some results filed as inactive show a strong effect at the top dose
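HepG2 CAGA-GFP cells (1000/well, DMEM with 1% FBS) received compound, then TGF-beta at 500 pg/mL final, and were incubated 18 hours at 37 degrees C. Viability was read by CellTiter-Glo luminescence. Media-only wells were set as complete cell-killing and DMSO as no toxicity.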
TGFb SMAD3 inh – inhibitors of TGF-b signaling; HepG2 CAGA-GFP TGF-b/SMAD3 reporter, GFP fluorescence, 18 h; TGF-beta stimulated, 500 pg/mL final; Potency, µM (highest dose often 46.1 µM), for the others: at the highest dose activity, negative = inhibition, most hits filed as inhibitors; 410,000 compounds, 1.2% hits; further: potency means the concentration at half of the fitted maximal effect; on the % scale 0 is the no-effect control and ±100 the full control effect; nearly all actives have a fitted effect of over 65% in size
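Smad-responsive CAGA-GFP expression was quantified in HEPG2 cells exposed to compounds and 500 pg/mL final TGF-beta for 18 h at 37 degrees C; unstimulated wells defined full inhibition.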
Nrf2 activator – activates Nrf2 signaling; Potency, µM (doses to about 46.1 µM), for the others: at the highest dose activation, actives largely listed as activators; AREc32 ARE-luciferase reporter (MCF7-derived line), luminescence, 24 h; AID 624171; 410,000 compounds, 0.31% hits; further: potency means the concentration at half of the fitted maximal effect; % of control where 0% means no effect; nearly all actives have a fitted effect of over 65% in size
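Steps: seed AREc32_Fluc cells (1000/well, 5% FBS OPTI-MEM); incubate overnight at 37 deg C; add 23 nL compound; incubate 24 hr; add Steady-Glo; hold 30 min RT; read luminescence.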
ATXN viability – reduces viability in counter-screen for ATXN expression inhibitors. AID 651635. 400,000 compounds, 0.49% hits. S2 cells (HEK-293 line with an ATXN2-luciferase reporter) viability, CellTiter-Fluor protease fluorescence, 24 h. Potency, µM (doses to about 56.7 µM), actives largely listed as cytotoxic; further: potency means the concentration at half of the fitted maximal effect; nearly all actives have a fitted effect of over 40% in size
Mm-Cpn inhibitor – inhibitors of Methanococcus maripaludis chaperonin (MmCpn) | purified Mm-Cpn ATPase, ADP Transcreener TR-FRET | Potency, µM (top dose mostly 76.9 µM), without a hit: at the top dose activity, negative = inhibition, usual class: inhibitors | 330,000 compounds, 0.031% hits; further: potency means the concentration at half of the fitted maximal effect; on the % scale 0 is the no-effect control and ±100 the full control effect; nearly all actives have a fitted effect of over 80% in size
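Measured: ADP formation by purified Mm-CPN. Conditions: 25 nM protein, 10 uM ATP, Tris pH 7.4 with Mg2+, K+ and DTT, 37°C for 30 min. Detection: Transcreener HTRF after 30 min at room temperature.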
A549 viability – counter-screen for Nrf2 inhibitors: cytotoxicity in A549 cells | A549 ARE-Fluc cells, CellTiter-Fluor viability, 18-24 h | Potency, µM (highest dose often 46 µM), for inactives: at the top dose activity change, negative = cytotoxicity, usual class: inhibitors | 390,000 compounds, 0.16% hits; further: potency means the concentration at half of the fitted maximal effect; on the % scale 0 is the no-effect control and ±100 the full control effect
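A549 ARE_Fluc cells in 5% FBS OPTI-MEM were exposed to compounds in concentration-response for 18-24 h at 37 deg C. Viability was read by CellTiter-Fluor fluorescence (Ex 405/Em 525) after 30 min, before the luciferase read.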
CCT modulator – modulators of cytosolic chaperonin (CCT/TRiC) activity. purified chaperonin ATPase assay, HTRF ADP detection, 30 min. activity change, % (no concentration beside the values), hits read low. 360,000 compounds, 0.3% hits; in the data active means activity change below about -30%; further: on the % scale 0 is the no-effect control and ±100 the full control effect
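Enzyme 40 or 20 nM (batch-dependent) in Tris pH 7.4/KCl/MgCl2/DTT; cpd 76 uM single point; ATP 10 uM; 30 min 37 °C; Transcreener ADP HTRF detection, 30 min RT; ratio 665/615.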
* = called active by the depositor; i = inactive; ? = inconclusive; nt = no result given; [ ] = another dose, or the depositor's remark. Unless noted, the call rests on the fitted dose curve; in most records, active means well fitted curve in the direction sought with a large enough effect; inconclusive means small, poorly fitted or top-dose-only effect, or another doubt; inactive means no such curve, though single readings can be large; an effect the other way counts as inactive or inconclusive.

SMILES | Nrf2 inh | Akt phos inh | HepG2 tox | TGFb SMAD3 inh | Nrf2 activator | ATXN viability | Mm-Cpn inhibitor | A549 viability | CCT modulator
CCC(c1nnnn1-c1ccc2c(c1)OCCO2)N1CCN(c2ccc(C(F)(F)F)cc2[N+](=O)[O-])CC1 (centres undefined) | nt | i | nt | nt | -0.7% | i | nt | nt | 0.5
COc1ccc(OCCCC(=O)N(CCC2=CCCCC2)c2c(N)n(Cc3ccccc3)c(=O)[nH]c2=O)cc1 | -3% | i | -32% | ? | 0.4% | i | 0% | -9% | 0.3
COc1ccc(/C=C2\SC(=O)N(CCC(=O)N3CCN(C)CC3)C2=O)cc1 | 17% | i | -1% | 10% | -1.0% | i | 2% | -4% | 0.8
CC(NC(=O)C1CC1)C(c1cccs1)N1CCN(c2ccccc2)CC1 (centres undefined) | 3% | i | -2% | 1% | 0.0% | i | -5% | 13% | 0.6
COc1ccc(N2CCN(c3ncnc4c3cnn4-c3ccc(C)c(Cl)c3)CC2)cc1 | nt | nt | -3% | 3% | -1.5% | i | nt | -1% | nt
CN(C)/C=C/C(=O)c1cccc(Cl)c1 | -21% | i | -35% | -8% | 3.8% | i | -2% | -17% | -0.5
CCN(CC)CCN(Cc1cc2cc3c(cc2[nH]c1=O)OCO3)C(=S)NC | -3% | i | 0% | 14% | -0.3%[9.22 µM] | i | 1% | 9% | -2.2
COc1ccccc1NC(=O)C/C(C)=N/NC(=O)c1ccccn1 | ? | i | 4% | 6% | 0.4% | i | -1% | 5% | -1.4
O=C(N/N=C\C=C\c1ccc2c(c1)OCO2)c1cccnc1 | ? | i | -11% | -1% | 14% | i | -3% | 5% | 3.7
CCOC(=O)c1cc(-c2ccc(OC)cc2)n(CCC(=O)Nc2cccc(C(C)=O)c2)c1C | nt | nt | -23% | -5% | 8.3% | nt | nt | -2% | nt
COc1ccccc1Cn1c(=S)[nH]c2cc(C(=O)NCc3cccnc3)ccc2c1=O | ? | i | -13% | -1% | 2.5% | i | 3% | 0% | 0.4
COCCNc1ncnc2c1ncn2[C@H]1CN(Cc2ccco2)C[C@@H](CO)O1 | nt | i | -78% | 1% | -0.7% | i | nt | nt | -0.5
O=C(c1ccccc1-c1ccccc1)N1CCOCC1 | 5% | i | -2% | 5% | -0.8% | i | 2% | 0% | -1.0
c1ccc(CSc2nnc(-c3ccco3)n2Cc2ccccc2)cc1 | nt | i | -26% | -4% | 3.5% | i | 1% | 0% | -1.4
O=C(c1ccc2nc(N3CCOCC3)sc2c1)N1CCC(Cc2ccccc2)CC1 | ? | i | -33% | -23% | 2.8% | i | 1% | 6% | -3.2
S=c1[nH]ncn1/N=C/c1ccc(Br)cc1 | 6% | i | 4% | 15% | 5.7% | i | 2% | -12% | -0.6
CCCCC(=Nc1ccccc1OC)C1=C(O)CC(c2ccccc2)CC1=O (centres undefined) | 13% | i | -2% | -27% | -0.8% | i | -1% | 1% | -3.8
COc1cc(/C=N/NC(=S)NCCN2CCOCC2)ccc1O | -4% | i | 5% | 5% | -0.6% | ? | 0% | -9% | -5.3
N#Cc1ccccc1S(=O)(=O)N1CCN(S(=O)(=O)c2ccc(Br)c(C(=O)O)c2)CC1 | -3% | i | -1% | 8% | -0.4% | i | 0% | 9% | -3.9
Cc1nc(N2CCN(C)CC2)c2c(C)c(C(=O)Nc3ccc(F)cc3)sc2n1 | -17% | i | 1% | 47% | 3.0% | i | 0% | -5% | -1.6
CC(C)c1ccccc1NC(=O)COC(=O)c1cc([N+](=O)[O-])ccc1N1CCOCC1 | 2% | i | -11% | 2% | 1.9% | ? | -2% | 6% | -1.9
Cc1ccccc1CSCC(=O)N/N=C/c1cccs1 | -22% | i | -18% | 1% | 13% | i | -4% | -11% | -0.4
COC(=O)c1scc(-c2ccc(C)cc2)c1S(=O)(=O)Nc1cc(Cl)c(OC)cc1OC | -7% | nt | 1% | ? | 0.1% | ? | nt | 2% | nt
COC(=O)c1ccccc1NC(=O)C1CCCN(C(=O)c2cnn(-c3ccc(F)cc3)c2-n2cccc2)C1 (centres undefined) | -3% | nt | -4% | 0% | -0.4% | i | nt | -6% | nt
CN(C(=O)c1cccc(NC(=O)Cc2ccc(NC(=O)C3CCCN(C(=O)c4ccccc4)C3)cc2)c1)C1CCC1 (centres undefined) | -7% | i | 5% | -16% | 3.6% | i | nt | -6% | 0.6
CN(C)S(=O)(=O)n1cc(/C=C(\NC(=O)c2ccccc2F)C(=O)N2CCOCC2)c2ccccc21 | -4% | i | -1% | 1% | -0.2% | i | 2% | -8% | -0.1
CCOc1ccccc1NC(=O)CSc1nc2cc(OC)c(OC)cc2c2nc(-c3ccccc3)nn12 | 12% | nt | 2% | -15% | -0.9% | i | nt | 10% | nt
O=C(CCN1CCCCC1)c1ccccc1 | 5% | i | -9% | ? | 0.4% | i | 1% | 2% | -1.4
COC(=O)c1ccccc1NC(=O)CN(c1ccc(OC)cc1)S(C)(=O)=O | -20% | i | -16% | -11% | 0.2% | i | 3% | -12% | 0.6
Cc1cccc(C(=O)O/N=C(\N)c2cccc([N+](=O)[O-])c2)c1 | nt | nt | -1% | -12% | 14% | i | 0% | 2% | -4.8

One compound at a time, from the list above. Screens in order: Nrf2 inh	Akt phos inh	HepG2 tox	TGFb SMAD3 inh	Nrf2 activator	ATXN viability	Mm-Cpn inhibitor	A549 viability	CCT modulator
Cc1cccc(C(=O)O/N=C(\N)c2cccc([N+](=O)[O-])c2)c1 across the screens: nt	nt	-1%	-12%	14%	i	0%	2%	-4.8
COc1ccc(N2CCN(c3ncnc4c3cnn4-c3ccc(C)c(Cl)c3)CC2)cc1 across the screens: nt	nt	-3%	3%	-1.5%	i	nt	-1%	nt
O=C(c1ccccc1-c1ccccc1)N1CCOCC1 across the screens: 5%	i	-2%	5%	-0.8%	i	2%	0%	-1.0
COc1ccccc1NC(=O)C/C(C)=N/NC(=O)c1ccccn1 across the screens: ?	i	4%	6%	0.4%	i	-1%	5%	-1.4

Additional records.
SMILES | Nrf2 inh | Akt phos inh | HepG2 tox | TGFb SMAD3 inh | Nrf2 activator | ATXN viability | Mm-Cpn inhibitor | A549 viability | CCT modulator
CCOc1ccc(S(=O)(=O)N(CC(=O)NCCSCc2ccccc2)c2ccccc2)cc1 | 11% | nt | 0% | -17% | -0.9% | i | nt | -2% | nt
O=C(O)/C=C/c1ccc(S(=O)(=O)NCc2ccco2)cc1 | -1% | i | 2% | 1% | 0.1% | i | 1% | 0% | -2.4
COc1ccc(S(=O)(=O)N2CCC(C(N)=O)CC2)cc1 | -17% | i | -1% | -13% | -0.9% | i | nt | -3% | 0.9
CC(=O)c1ccc(S(=O)(=O)N2CCN(C(=O)/C=C/c3ccc4ccccc4n3)CC2)cc1 | ? | i | -13% | -3% | 0.2% | i | -7% | -3% | 1.6
C/C=C/c1ccc(OCCOc2cc(C=O)ccc2OC)c(OC)c1 | 18% | i | -22% | ? | 2.7% | i | -4% | 3% | -6.2
CCCC(=O)N1CCC1(C)C(=O)Nc1cc(OC)c(OC)c(OC)c1 (centres undefined) | nt | i | -12% | -10% | 2.6% | i | nt | nt | 0.6
CCc1cccc(NC(=O)COC(=O)c2c(C)nn(-c3ccccc3)c2C)c1 | nt | i | -3% | 10% | -0.6% | ? | nt | nt | 1.4
COc1ccc(-n2c(SCC(=O)Nc3ccc(C(N)=O)cc3)nc3c([nH]c4ccccc43)c2=O)cc1OC | -31% | i | -38% | 5% | ? | i | -7% | -4% | 0.9
COc1ccccc1NC(=O)c1cccc2c(Br)cccc12 | 9% | i | -27% | 1% | 6.8% | i | -3% | 8% | -0.5
Clc1ccc(-c2cc(C3CCNCC3)[nH]n2)cc1 | 3% | i | -18% | 4% | 3.3% | i | -2% | 14% | -5.7
CCOc1ccc(NC(=O)CN(C)C(=O)c2cccnc2Sc2ccc(C)cc2C)cc1OCC | -5% | i | -1% | 0% | 0.0% | i | nt | -5% | 0.1
O=C(c1cc(-c2ccncc2)nc2ccc(Br)cc12)N1CCN(Cc2ccc3c(c2)OCO3)CC1 | -13% | i | 12% | 5% | -0.4% | ? | -3% | -5% | -4.2
COc1ccc(Cl)cc1Nc1ncnc2c1nc1n2CCCC1 | 22% | nt | -29% | -18% | 5.2% | nt | nt | -6% | nt
Cc1ccc(NC(=O)C(C)N=C2NS(=O)(=O)c3ccccc32)cc1F (centres undefined) | -15% | i | -11% | -9% | 7.5% | i | -11% | 4% | -4.0
CCOC(=O)c1scc(-c2ccc(C)cc2)c1S(=O)(=O)Nc1cc(Cl)ccc1OC | ? | nt | 5% | -16% | -1.2% | i | nt | 11% | nt
c1ccc(N2CCN(Cc3nnnn3C3CCCCC3)CC2)cc1 | -18% | i | -4% | -1% | -0.7% | i | 2% | 2% | -1.3
Cc1nc2nc(SCC(=O)C(C)(C)C)[nH]c2cc1Br | nt | i | 6% | 0% | 3.4% | i | ? | 5% | -2.4
COCCNC(=O)c1ccc(S(=O)(=O)c2ccc(Cl)cc2)c(NC(C)=O)c1 | 6% | i | -2% | 8% | -0.3% | i | -1% | 3% | -3.1
CN(CC(=O)Nc1ccccc1Cl)C(=O)c1cccc(S(=O)(=O)N2CCN(c3ccccc3)CC2)c1 | 21µM* | i | -20% | ? | -0.6% | i | nt | -20% | 2.9
CCOc1ccc(/C=C/c2nc(C#N)c(NCc3ccc(OC)cc3)o2)cc1 | -13% | nt | -33% | -33% | 0.5% | nt | nt | 1% | nt
Cc1ccccc1C1NC(=S)NC2=C1C(=O)CC(C)(C)C2 (centres undefined) | -1% | i | 13% | 0% | 0.2% | i | 1% | -4% | -3.5
COc1ccc(S(=O)(=O)Nc2cc(C(=O)NC3CCCCCC3)ccc2N2CCOCC2)cc1 | 18µM* | i | -16% | 5% | 3.0% | i | -7% | 1%[1.84 µM] | -1.0
